PfHsp90 set2: growth inhibition of yeast expressing Plasmodium Hsp90 | S. cerevisiae expressing PfHsp90, BacTiter-Glo ATP, 48 h; yeast lacking PDR1 and PDR3 efflux regulators | inhibition, % at 9.4 µM | 310,000 tested, 0.32% active;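 active means every replicate shows inhibition above about 80%, whatever the replicate mean, limit read from the data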;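 further: 0% = DMSO neutral controls and 100% = 20 µM radicicol positive controls; yeast relying on Plasmodium falciparum Hsp90 in place of its own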
Tat export inh: blocks Tat-dependent protein export in E. coli; E. coli MC4100 TorA-mCherry Tat export, fluorescence; inhibition, % at 10 µM; 340,000 tested, 0.036% active; AID 488895;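 active means mean replicate inhibition at least 50% and at least half of replicates individually reaching 50%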;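 further: exported cargo escapes ClpAP degradation while cytoplasmic cargo is degraded and loses fluorescence; 0% = median of neutral control wells and 100% = median of NaSCN control wells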
Pemphigus Ab inh: blocks pemphigus antibody binding to human desmoglein-3; AID 588358; DSG3-coupled beads, scFv-anti-DSG3-GFP binding, flow cytometry; hits give low values; binding (percent of control), % at 10 µM; 310,000 tested, 0.48% active;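 active means binding more than 3 SD below its plate's average and above zero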;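 further: hits lower antibody fragment binding to DSG3; some compounds called inactive have numbers as strong as hits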
phage Ecoli inh: E. coli growth loss with phage present; AID 651602; growth absorbance; inhibition, % at 11.9 µM; 360,000 tested, 0.26% active; in the data active means inhibition above about 11%
AddAB inh: less growth of phage-infected E. coli with AddAB. E. coli expressing H. pylori AddAB, absorbance growth. inhibition, % at 11.9 µM. 330,000 tested, 0.29% active; in the data active means inhibition above about 12%;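 further: 0% = vehicle wells of infected cells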
Arr AP2 block: human beta-arrestin and AP2 interaction inhibition; 340,000 tested, 0.31% active; FITC-arrestin peptide / GST-AP2 beads, flow cytometry; AP2 beta2 appendage carries R879A mutation; inhibition, % at 10 µM;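 active means inhibition above a set limit, near 3 SD of compounds lacking own fluorescence, cut at about 54% in these data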;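 further: plate controls were DMSO wells for no effect and 5 µM unlabelled arrestin peptide for full effect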
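System: GST-AP2 R879A glutathione beads; medium: PBS, Tween 20 0.05%, BSA 0.1%; reagent: fluorescein-tagged arrestin peptide at 50 nM final; schedule: pre-incubation 12 min, peptide binding 1 h, room temperature; detection: flow cytometry, FL1 (488/535 nm); read-out: inhibition as reduced fluorescein signal on beads, percent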
E coli growth: reduces bacterial viability in AddAB counter-screen; E. coli V3065 growth, OD600 absorbance, 18 h; inhibition, % at 11.9 µM; 330,000 tested, 0.27% active; AID 449728;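 active means inhibition above the campaign's mean inhibition across all tested compounds plus 3 SD, cut at about 9.9% in these data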;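 further: uninfected addAB+ strain grown without phage in ampicillin broth; 0% = DMSO wells and 100% = ciprofloxacin 0.95 µg/ml wells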
PKA-R1A act: PKA-R1A complex activation; PKA-R1A dissociation, Cy5-IP20 fluorescence polarization; scaled: DMSO 0%, 113 µM cGMP 100%; activation, % at 11.4 µM; 340,000 tested, 0.083% active;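 active means percent activation above the mean of all tested compounds plus 3 SD, cut at about 19% in these data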;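 further: higher means more PKAc released from R1A so a rise in polarization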
OPRM1-OPRD1 inv: inverse agonists of human mu-delta opioid receptor heterodimerization; 340,000 tested, 0.21% active; cell-based MOR-DOR heterodimer luminescence, inverse agonism; inhibition, % at 9.3 µM; P35372+P41143; in the data active means inhibition above about 22%, passing the limit was not always enough;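 further: 0% = cells with DMSO and 100% = wells without cells with DMSO; values of inactives mirror those of a sister screen read the other way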
Target sequence (P35372 whole entry, looked up): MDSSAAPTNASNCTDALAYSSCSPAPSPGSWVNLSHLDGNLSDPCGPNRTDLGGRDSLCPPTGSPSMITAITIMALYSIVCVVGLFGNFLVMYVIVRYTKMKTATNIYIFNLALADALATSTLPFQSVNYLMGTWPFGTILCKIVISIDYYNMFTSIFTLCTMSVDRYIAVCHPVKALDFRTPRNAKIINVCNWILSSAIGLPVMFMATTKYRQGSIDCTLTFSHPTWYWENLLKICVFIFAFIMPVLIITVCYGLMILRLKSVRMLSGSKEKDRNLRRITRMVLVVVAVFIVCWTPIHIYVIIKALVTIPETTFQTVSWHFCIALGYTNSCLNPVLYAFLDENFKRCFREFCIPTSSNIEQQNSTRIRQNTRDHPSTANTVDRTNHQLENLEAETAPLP
Target sequence (P41143 whole entry, looked up): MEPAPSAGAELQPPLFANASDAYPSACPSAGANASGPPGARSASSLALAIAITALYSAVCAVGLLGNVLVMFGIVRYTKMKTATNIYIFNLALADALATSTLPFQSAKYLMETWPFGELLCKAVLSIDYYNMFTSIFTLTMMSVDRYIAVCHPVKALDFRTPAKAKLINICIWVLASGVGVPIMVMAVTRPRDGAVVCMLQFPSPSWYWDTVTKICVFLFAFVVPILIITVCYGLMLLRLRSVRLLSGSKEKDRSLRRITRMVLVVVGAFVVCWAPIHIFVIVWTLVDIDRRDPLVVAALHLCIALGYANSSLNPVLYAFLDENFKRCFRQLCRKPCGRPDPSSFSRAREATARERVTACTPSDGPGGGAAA
OPRM1-OPRD1 ag: OPRM1-OPRD1 heterodimerization agonism. P35372+P41143. cells, luminescence. activation, % at 9.3 µM. 340,000 tested, 0.3% active. AID 504326; in the data active means activation above about 18%;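 further: 0% = vehicle-treated cells and 100% = reference agonist; values of inactives mirror those of a sister screen read the other way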
Mot1-301 SUMO: SUMOylation pathway inhibition by Mot1-301 growth rescue; S. cerevisiae Mot1-301 growth rescue, ATP luminescence, 38.5C; percent above DMSO median, 100 means doubled; growth rescue, % at 18.8 µM; 320,000 tested, 1% active; AID 2716;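 active means every valid replicate shows activation above 250% relative to neutral control wells; inactive means the rest, any valid replicate at or below 250%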;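 further: OY570 slx delta 5 strain wells were the positive control but not used for scaling; some compounds called inactive have numbers as strong as hits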
Active calls of the source: *; / = not tested or not shown; & = joins results of further samples. This is a random part of the collection. Share with any hit: about 2.8%.

The line under a structure holds: PfHsp90 set2 | Tat export inh | Pemphigus Ab inh | phage Ecoli inh | AddAB inh | Arr AP2 block | E coli growth | PKA-R1A act | OPRM1-OPRD1 inv | OPRM1-OPRD1 ag | Mot1-301 SUMO
> O=C(O)CCCCCNc1nc2ncn(Cc3ccccc3)c2c(=O)[nH]1
  27 | 0 | 107 | 0.3 | -0.8 | -5 | -0.1 | 0 | 13 | -2.4 | 416
> CN(C)S(=O)(=O)c1ccc(C(=O)Nc2ccc3c(c2)CCC3)cc1
  9 | -5 | 102 | 4.2 | 6.9 | 5 | 5.0 | 2 | 12 | -2.4 | 3
> CCN(CCNC(=O)C1CCCN(S(=O)(=O)c2cnc[nH]2)C1)c1ccccc1 (stereo unspecified)
  -10 | 7 | 97 | 1.4 | 4.3 | 4 | -0.9 | 10 | 13 | -2.6 | -5
> FC(F)(F)c1nnc2c(Sc3ccccn3)nc3ccccc3n12
  / | -2 | 103 | 1.9 | 0.7 | 13 | 1.2 | -3 | 8 | -1.8 | -3
> Oc1ccccc1/C=N/Nc1ccnc(SCc2ccccc2)n1
  13 | 9 | 97 | 1.2 | 3.9 | -2 | -1.0 | -1 | -22 | 3.6 | -15
> CCc1ccccc1Nc1nc2ccccc2[nH]1
  / | / | 109 | -0.6 | -2.6 | 33 | 1.4 | / | / | / | -2
> COc1ccccc1OC(C)C(=O)Nc1ccccc1C(=O)NCC1CCCO1 (stereo unspecified)
  0 | 1 | 104 | 0.3 | 0.2 | -4 | -1.1 | -6 | -12 | 1.4 | 12
> Cc1ccc(-n2cc(CNCCc3ncc(C)[nH]3)c(-c3ccc(F)cc3)n2)cc1
  36 | 11 | 107 | 5.3 | 0.9 | -3 | -2.2 | 4 | -10 | 1.9 | -13
> O=C(O)c1c2c(nc3ccc(S(=O)(=O)N4CCC(C(=O)NC5CCCC5)CC4)cc13)CCCCC2
  2 | 1 | 103 | 4.5 | -3.4 | -5 | -2.3 | -7 | 2 | -0.4 | -15
> OC(COc1ccc(Cl)cc1)CN1CCC(Cc2ccccc2)CC1 (stereo unspecified)
  1 | -12 | / | 0.2 | 0.2 | 8 | 0.5 | 3 | -13 | 2.5 | -2
> S=C(NCCCN1CCOCC1)NC1CCCC1
  23 | 2 | 84 | 4.6 | 0.5 | 9 | -2.8 | 9 | 20 | -4.0 | 343
> CC[C@]12c3[nH]c4ccccc4c3CCN1C(=O)C(CC(=O)NCc1cccc(C(F)(F)F)c1)C[C@@H]2C(=O)N1CCN(C(=O)c2ccco2)CC1 (stereo partly specified)
  5 | 4 | 100 | -2.0 | 3.4 | 15 | -1.8 | 1 | -9 | 2.0 | -5
> O=CNCCc1nc2ccccc2n1CCc1ccccc1
  -6 | 0 | 102 | 2.1 | 1.6 | 8 | -1.6 | 5 | 12 | -2.5 | 20
> CCCCOc1ccc(-c2nnn(CC(=O)Nc3ncc(CC(=O)OCC)s3)n2)cc1
  -13 | 15 | 118 | 3.4 | 2.7 | 5 | 2.4 | -8 | -4 | 0.8 | 0
> Cc1ccc(CN2C(=O)C(CC(C)C)Nc3ncnc(N4CCN(c5ccccc5)CC4)c32)cc1 (stereo unspecified)
  13 | -10 | 102 | 1.1&3.1 | 2.9 | -8 | 0.7 | -8 | 8 | -1.3 | -22

New compounds follow.
The line under a structure holds: PfHsp90 set2 | Tat export inh | Pemphigus Ab inh | phage Ecoli inh | AddAB inh | Arr AP2 block | E coli growth | PKA-R1A act | OPRM1-OPRD1 inv | OPRM1-OPRD1 ag | Mot1-301 SUMO
> Cc1nc(N)[nH]c(=O)c1CCCNc1ccc(CCC2(CCl)OCCO2)cc1
  / | -7 | 100 | 1.2 | / | 27 | / | -3 | 2 | -0.4 | /
> Cc1cc(C(=O)NNC(=O)c2cccc(Cl)c2)no1
  / | / | 105 | 1.2 | 0.7 | 12 | -0.5 | / | / | / | -6
> CCCCNC(=O)COC(=O)c1cc(S(=O)(=O)N2CCCCCC2)ccc1OC
  -49 | 0 | 93 | 3.4 | -0.1 | -12 | 0.3 | 1 | 9 | -1.5 | 223
> CC1(c2ccc3c(c2)OCCO3)NC(=O)N(CC(=O)Nc2ccccc2SCC#N)C1=O (stereo unspecified)
  3 | -2 | 97 | 2.0 | 1.4 | 1 | -0.5 | -7 | 2 | -0.5 | 0
> Cc1ccc(S(=O)(=O)c2c(N)n(NC(=O)c3ccccc3C)c3nc4ccccc4nc23)cc1
  / | -9 | 98 | -2.3 | -1.8 | -1 | -2.3 | 5 | 15 | -3.3 | -13
> COc1ccc(NC(=O)CS(=O)c2ccc(Br)cc2)cc1 (stereo unspecified)
  -13 | -1 | 117 | -0.9 | 1.4 | -11 | 1.0 | 9 | 11 | -2.0 | 117
> CCOC(=O)c1ccc(NC(=O)CC2S/C(=N/N=C/c3c[nH]c4ccccc34)NC2=O)cc1 (stereo unspecified)
  2 | -5 | / | -0.2 | 5.3 | 3 | 1.3 | 1 | 10 | -2.2 | 1
> CC(CCc1ccc(O)cc1)NCCC(c1ccccc1)c1ccccc1 (stereo unspecified)
  17 | 3 | 120 | 3.3 | 2.3 | 15 | 1.2 | 10 | 2 | -0.4 | -13
> Cn1c(SCCS(=O)(=O)c2ccc(Cl)cc2)nnc1-c1ccccc1
  6 | -4 | / | 2.4 | 5.1 | -11 | 2.9 | -7 | 2 | -0.6 | 13
> CC(C)(C)NC(=O)c1cccc(NC(=O)CSc2ccc(Cl)cc2)c1
  -3 | 2 | 95 | -0.2 | 5.7 | 21 | 0.9 | 9 | 5 | -0.9 | 49
> CCOc1cc(/C=C2\SC(=Nc3ccccc3)N(c3ccccc3)C2=O)ccc1OCC(=O)O
  9 | -4 | / | -0.2 | 4.2 | 2 | 0.3 | -3 | 16 | -3.2 | -2
> COc1ccc(Oc2nccc(OC)c2C#N)cc1
  / | 1 | 99 | 3.0 | 1.6 | -6 | 0.2 | -4 | -5 | 0.9 | 3
> CC1=C(C(=O)Nc2ccccc2)C(c2ccncc2)n2nnnc2N1 (stereo unspecified)
  2 | 2 | 100 | 2.0 | 3.1 | 24 | 0.3 | 6 | 17 | -3.4 | 2
> Cc1ccc2c(C(=O)N3CCN(c4ccccc4)CC3)cc(-c3cccnc3)nc2c1C
  -40 | 0 | 106 | -0.5 | 0.6 | 28 | -0.8 | -8 | -5 | 1.1 | 5
> COc1ccc(S(=O)(=O)n2nc(-n3c(C)ccc3C)c3c(F)cccc32)cc1OC
  12 | -4 | / | -2.4 | -0.9 | 16 | -2.1 | -4 | -5 | 1.1 | 32

Continuation:
The line under a structure holds: PfHsp90 set2 | Tat export inh | Pemphigus Ab inh | phage Ecoli inh | AddAB inh | Arr AP2 block | E coli growth | PKA-R1A act | OPRM1-OPRD1 inv | OPRM1-OPRD1 ag | Mot1-301 SUMO
> C#CCOCCOCCOCCNc1nc(N2CCN(C(=O)C([C@@H](C)O)n3cc([C@@H](N)CCCCN)nn3)CC2)nc(N2CCN(C(=O)[C@H](CO)n3cc([C@@H](N)C(C)C)nn3)CC2)n1 (stereo partly specified)
  -19 | -2 | 105 | 3.3 | -3.7 | -20 | -4.4 | -9 | 20 | -3.5 | -13
> COc1ccc(/C=C/c2c(-c3ccc(OC)cc3)sc3ccc(N4CCOCC4)cc23)cc1
  6 | 11 | 105 | / | -1.8 | 3 | -1.3 | 8 | 4 | -0.8 | 4
> NC(=O)COc1ccc2oc(-c3ccccc3)cc(=O)c2c1
  -11 | 10 | 97 | 3.8 | / | 11 | / | -10 | -7 | 1.3 | /
> COC(=O)/C(=N/Nc1ccccc1OC)N1CCCc2ccccc21
  -21 | -4 | / | 0.3 | 4.8 | 2 | 0.9 | -4 | -37 | 7.5 | -1
> Cc1cc(C)n2cc(CSc3ncn[nH]3)nc2n1
  / | 2 | 114 | 1.7 | 0.3 | 23 | -0.6 | 4 | 8 | -1.7 | /
> Oc1ccccc1-c1nc(NCCN2CCOCC2)c2ccccc2n1
  2 | 1 | / | 3.4 | -2.9 | 29 | -1.2 | -9 | 0 | 0.0 | 7
> CC1(C)Cc2nc(-c3ccccc3)nc(SCC(O)CO)c2CO1 (stereo unspecified)
  / | / | 108 | 0.4 | 4.8 | 25 | 1.1 | / | / | / | -5
> Cc1c(NC(=O)c2ccc3c4c(cccc24)CC3)c(=O)n(-c2ccccc2)n1C
  -26 | -1 | 96 | 2.8 | 2.2 | 2 | 2.3 | -1 | 14 | -2.5 | 2
> Cc1ccc(C)c(NC(=O)CN(C)C(=O)/C=C/c2ccco2)c1
  -47 | -9 | 98 | 4.0 | 1.3 | 6 | 0.8 | -9 | 3 | -0.5 | 1
> COc1cc(OC)c(C2C(C#N)=C(N)OC3=C2C(=O)CC(C)C3)cc1OC (stereo unspecified)
  24 | -1 | 100 | 3.1 | 3.4 | 1 | 1.0 | -15 | 15 | -3.0 | -1
> Cc1ccc(C)c(NC(=S)NCCc2ccc(S(N)(=O)=O)cc2)c1
  17 | 2 | 70 | -0.9 | 0.3 | -1 | -1.4 | -3 | 9 | -1.6 | /
> O=c1c2ccccc2nnn1Cc1cccc2ccccc12
  -3 | 0 | 82 | 3.7 | -2.0 | 7 | 0.3 | -3 | 16 | -3.2 | -10
> Cc1ccn2c(=O)nc(SCC(=O)NCc3ccc4c(c3)OCO4)nc2c1
  -31 | -1 | 102 | 0.4 | 4.1 | -1 | 0.3 | 2 | 11 | -1.6 | -2
> CC1=NN(c2ccccc2)C(=O)/C1=C/c1ccc(-c2ccc(C)c(C(=O)O)c2)o1
  8 | 0 | 95 | 2.2 | 1.3 | 10 | -0.8 | / | / | / | -7
> O=C(CC1SC(N2CCOCC2)=NC1=O)Nc1ccccc1Cl (stereo unspecified)
  -2 | -5 | 99 | 3.5 | 1.3 | 16 | -1.8 | 7 | 12 | -3.0 | -6

(continued)
The line under a structure holds: PfHsp90 set2 | Tat export inh | Pemphigus Ab inh | phage Ecoli inh | AddAB inh | Arr AP2 block | E coli growth | PKA-R1A act | OPRM1-OPRD1 inv | OPRM1-OPRD1 ag | Mot1-301 SUMO
> Cc1cc2cc(CCNC(=O)CC(C)(C)C)c(=O)[nH]c2cc1C
  21 | 20 | 113 | 1.4 | 0.9 | -5 | -1.0 | -7 | -1 | 0.1 | -2
> COc1cc(C(=O)Nc2nccs2)c(Br)c(OC)c1OC
  / | -5 | 83 | 0.8 | 0.7 | 24 | -1.4 | 6 | 12 | -2.2 | /
> COc1ccc(S(=O)(=O)N2CCN(S(=O)(=O)c3ccc4c(c3)OCCO4)CC2)cc1C
  13 | 3 | / | 1.3 | / | 4 | / | 3 | 7 | -1.4 | /
> Cc1ccc(N/C=C(\[N+](=O)[O-])S(=O)(=O)c2ccccc2)cc1
  -8 | -8 | 94 | 6.8 | 3.0 | -6 | -2.5 | -1 | 3 | -0.5 | 15
> COc1ccc(NC(=O)C2CC(c3ccc(OC)c(OC)c3)=NO2)cc1OC (stereo unspecified)
  -9 | -4 | 102 | 1.1 | 1.6 | 3 | 0.3 | -4 | 5 | -0.9 | 7
